TRHR PAM: TRH receptor (human) allosteric enhancement | enhancement, % at 2 µM | 360,000 tested, 0.66% active | TRHR cells, fluo-8 calcium fluorescence, EC20 TRH enhancement | AID 493056 | P34981; in the data active = enhancement above about 30%; note: 0% is about no effect
Target sequence (P34981 whole entry, looked up): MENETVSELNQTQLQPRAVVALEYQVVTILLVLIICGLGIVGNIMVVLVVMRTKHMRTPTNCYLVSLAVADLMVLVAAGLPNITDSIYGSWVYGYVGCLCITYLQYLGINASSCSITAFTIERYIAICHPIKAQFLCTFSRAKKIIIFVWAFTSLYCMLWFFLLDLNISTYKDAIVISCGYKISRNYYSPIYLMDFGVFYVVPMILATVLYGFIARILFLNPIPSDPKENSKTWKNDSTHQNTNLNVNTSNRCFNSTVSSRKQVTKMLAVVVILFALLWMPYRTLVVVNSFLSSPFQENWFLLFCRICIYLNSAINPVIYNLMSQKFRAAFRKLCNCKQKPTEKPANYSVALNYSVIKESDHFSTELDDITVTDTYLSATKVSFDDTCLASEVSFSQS
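TRHR-expressing cells loaded with fluo-8 calcium dye were read kinetically (ex 480/em 530) during compound addition, then stimulated with an EC20 of TRH (10 nM final). Enhancement of the Gq-mediated intracellular calcium response was scored.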
D1 potentiator: potentiators of human D1 dopamine receptor. P21728. HEK293 TREx D1 cells, calcium flux, dopamine EC20 potentiation. potentiation, % at 10 µM. 360,000 tested, 0.036% active. AID 504651; in the data active = potentiation above about 30%; note: 0% is about no effect
Target sequence (P21728 whole entry, looked up): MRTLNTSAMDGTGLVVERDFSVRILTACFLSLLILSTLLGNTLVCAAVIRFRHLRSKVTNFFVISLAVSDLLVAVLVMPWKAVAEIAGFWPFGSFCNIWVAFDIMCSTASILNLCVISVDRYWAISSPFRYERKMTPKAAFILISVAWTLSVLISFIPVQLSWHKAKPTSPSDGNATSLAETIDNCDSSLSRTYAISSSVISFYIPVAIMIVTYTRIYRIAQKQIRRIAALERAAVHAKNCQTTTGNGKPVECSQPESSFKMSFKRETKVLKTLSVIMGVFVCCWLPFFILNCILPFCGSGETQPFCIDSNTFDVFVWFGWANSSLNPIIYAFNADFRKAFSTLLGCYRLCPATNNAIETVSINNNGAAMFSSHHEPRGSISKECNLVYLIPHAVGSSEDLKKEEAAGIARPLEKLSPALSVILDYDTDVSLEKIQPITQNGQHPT
RXFP1 antag: blocks the human relaxin receptor RXFP1 | Q9HBX9 | HEK293-RXFP1, relaxin-stimulated cAMP HTRF, 30 min; active compounds read low | activity change, negative = inhibition, % at 57.5 µM | 350,000 tested, 0.59% active | AID 1259400;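 active = activity change of -60% or lower, but not beyond a set lower limit; inconclusive = change between -60% and -40%, or beyond the set limit; inactive = change above -40%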; note: % is set by controls: 0 for no effect and ±100 for the full control effect
RXFP1 ag: activates the human relaxin receptor RXFP1; Q9HBX9; HEK293T-RXFP1 cAMP TR-FRET, 30 min; response scale: percent of porcine relaxin response, buffer zero; Potency, µM (top dose mostly 57.5 µM), inactives show top-dose activation, most hits filed as activators; 370,000 tested, 0.3% active; note: potency is the fitted concentration of half-maximal effect; % is set by controls: 0 for no effect and ±100 for the full control effect; nearly all actives have a fitted effect of over 60% in size; many of its hits are not listed in these tables
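HEK293 cells stably expressing RXFP1, treated 30 min at 37C with compounds plus PDE4 inhibitor Ro 20174; cAMP measured by HTRF TR-FRET. Normalized to buffer and 29 nM porcine relaxin; EC50 by Hill fit.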
D2 PAM: positively modulates the human D2 dopamine receptor allosterically. 340,000 tested, 0.34% active. potentiation, % at 10 µM. P14416. HEK293 T-REx D2, calcium flux, EC20 dopamine potentiation. AID 485347;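 active = potentiation over 3 SD above the plate norm, cut at about 30% in these data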; note: 0% is about no effect
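Primary screen. Calcium kinetics in induced HEK293 T-REx D2 cells: compound pre-addition 180 s, EC20 dopamine, 180 s more.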
Apoferritin bind: candidate novel general anesthetic via apoferritin binding; P02791; apoferritin/1-aminoanthracene competitive binding, fluorescence; Potency, µM (doses to about 77.5 µM), without a hit: at the highest dose activity change, negative = displacement, actives largely listed as inhibitors; 350,000 tested, 0.074% active; note: potency is the fitted concentration of half-maximal effect; % is set by controls: 0 for no effect and ±100 for the full control effect; nearly all actives have a fitted effect of over 20% in size
Target sequence (P02791 2-175 limits assumed): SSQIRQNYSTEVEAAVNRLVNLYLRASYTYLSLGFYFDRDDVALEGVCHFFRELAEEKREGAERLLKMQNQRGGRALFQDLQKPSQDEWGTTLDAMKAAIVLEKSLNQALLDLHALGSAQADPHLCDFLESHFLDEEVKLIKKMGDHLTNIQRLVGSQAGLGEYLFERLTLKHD
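In PBS, apoferritin at 10 uM is loaded with 1-AMA from a 50% saturated solution. After 10 min of compound exposure at ambient temperature, reduced 535 nm fluorescence indicates probe displacement.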
TRHR ag: activates the human TRH receptor; P34981; TRHR cells, calcium flux fluo-8, FDSS agonist mode; activation, % at 2 µM; 360,000 tested, 0.18% active; AID 493084; in the data active = activation above about 30%; note: 0% is about no effect
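TRHR-expressing cells, plated overnight in medium with 10% serum, were loaded with fluo-8 calcium dye at room temperature. After a 10 s baseline, library compound was pin-added and calcium release was recorded kinetically (ex 480/em 530) as agonist response.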
D1 agonist: agonists of human D1 dopamine receptor; HEK293 T-REx D1 cells, calcium flux, agonist mode; activation, % at 2 µM; 360,000 tested, 1% active; in the data active = activation above about 30%; note: 0% is about no effect
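Agonism was scored from calcium flux recorded over 180 s (1 read/s) after pintool compound addition, following a 10-cycle baseline. Cells were inducible force-coupled HEK293 TREx D1, plated overnight at 30 C and loaded with no-wash calcium dye.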
D1 antagonist: antagonists of human D1 dopamine receptor; 360,000 tested, 3.2% active; activity change, negative = inhibition, % at 10 µM; P21728; HEK293 TREx D1 cells, calcium flux, dopamine EC80; active compounds read low; in the data active = activity change below about -30%; note: % is set by controls: 0 for no effect and ±100 for the full control effect
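Inducible Hek293 Trex D1 cells (tetracycline, overnight, 30 C). Calcium dye 30–90 min RT. Antagonist mode: EC80 dopamine added after 180 s compound read.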
The depositor's hits bear a star; ? = inconclusive; nt = no result given; & = joins results of further samples; [ ] = dose if it differs, or a comment. Unless noted, calls come from the whole dose curve; as a rule, active = well fitted curve in the direction sought with a large enough effect; inconclusive = small, poorly fitted or top-dose-only effect, or another doubt; inactive = no such curve, though single readings can be large; an effect the other way counts as inactive or inconclusive. An excerpt, so the mix of outcomes need not match the whole.

#	SMILES	TRHR PAM	D1 potentiator	RXFP1 antag	RXFP1 ag	D2 PAM
1	Cc1ccc(S(=O)(=O)CCC(=O)OCC(=O)N(C)C2CCS(=O)(=O)C2)cc1 (configuration not stated)	-4	0	9	1.0%	1
2	CCN(Cc1ccncc1)C(=O)c1cc(COc2c(F)cccc2F)on1	1	-5	3	0.3%	-1
3	COc1ccc(C(=O)N(C)CC2CCN(CCc3cccc(C(F)(F)F)c3)CC2)cc1C	1	-2	-4	2.7%	-27
4	CCC(C)NC(=O)Cn1cc(S(=O)(=O)N2CCCC2)c(S(=O)(=O)N2CCCC2)c1 (configuration not stated)	-2	-3	15	7.2%	-3
5	Cc1ccn2c(NCc3ccccc3)c(-c3cccs3)nc2c1	-1	-7	-77*	10%	-3
6	COc1cc2c(=O)c(C(=O)c3ccc(C)c(C)c3)cn(Cc3ccccc3F)c2cc1OC	9	-2	-14	1.6%	8
7	COc1ccc(NC(=O)CCNC(=O)c2ccc([N+](=O)[O-])cc2)cc1S(=O)(=O)N1CCCCC1	-3	-2	6	-0.7%	-4
8	CCN(CC)c1nn2c(=O)c(C(=O)NCCc3ccc(C)cc3)cnc2s1	-13	-5	-17	2.8%	nt
9	CCCCNc1cc(N2CCN(C3CCCCC3)CC2)c2noc3c2c1C(=O)c1ccccc1-3	-3	-1	-25	1.6%	-3
10	Cc1nc2scc(C)n2c(=O)c1S(=O)(=O)N1CCN(c2ccccc2)CC1	-1	-3	5	22%	0
11	Cn1cccc2[nH]c(=O)nc1-2	12	2	1	0.9%	-6
12	CC1=C(c2ccc(C)c(C)c2)S(=O)(=O)N(Cc2ccc(C(=O)Nc3cc(F)ccc3F)cc2)C1=O	-7	-6	5	3.1%	-10

#	Apoferritin bind	TRHR ag	D1 agonist	D1 antagonist
1	nt	0.3	3	9
2	-6%	0.5	9	-14
3	-21%	-1.4	11	-49*
4	-8%	0.1	0	-2
5	83%[activator]	0.0	0	-17
6	17%	-0.2	1	1
7	nt	-0.4	2	3
8	2%	0.0	0	8
9	-3%	-0.7	-1	-5
10	-7%	-0.1	-4	-4
11	-3%	0.9	3	0
12	-6%	0.1	4	12

More compounds
#	SMILES	TRHR PAM	D1 potentiator	RXFP1 antag	RXFP1 ag	D2 PAM
13	Cc1[nH]c(=S)n(CC2CCCO2)c1C (configuration not stated)	22	-2	0	0.8%	-8
14	CC(C)(C)C(=O)Nc1nc2cc3c(cc2s1)OCO3	0	-4	-10	0.5%	8
15	CN(C)S(=O)(=O)c1ccc2oc(SCC(=O)Nc3ccccc3F)nc2c1	5	8	5	0.9%	2
16	CC1CN(Cc2nc3c(c(=O)n(C)c(=O)n3C)n2Cc2ccccc2)CC(C)O1 (configuration not stated)	6	nt	0	0.0%	-4
17	O=C(CSc1nnc2ccc(-c3ccco3)nn12)Nc1ccccc1F	0	-2	-16	1.8%	0
18	O=C(CN1CCCCC1)Nc1ccc(S(=O)(=O)NC2CCCCC2)cc1	5	-6	28	0.6%	nt
19	CSc1sccc1/C=N/O	0	-5	-12	0.6%	-5
20	CN(Cc1ccccc1)C(=O)COC(=O)c1ccccc1SCC(=O)N1CCCC1	-3	-9	2	0.0%	nt
21	Cc1ccc(S(=O)(=O)c2nc(S(C)(=O)=O)sc2N2CCC(O)CC2)cc1	4	3	28	3.1%	13
22	COc1ccccc1NC(=O)/C(=C/c1cccs1)NC(=O)c1ccco1	5	1	12	-6.7%	19
23	CCC(=O)Nc1cc(C(=O)O)ccc1Sc1ccc(Cl)cc1	-3	-4	-18	0.7%	nt
24	COc1ccc(OC)c(NC(=O)Cn2cc(C#N)c3cc(Br)ccc32)c1	-4	-3	1	0.6%	nt

#	Apoferritin bind	TRHR ag	D1 agonist	D1 antagonist
13	-5%	0.6	3	13
14	1%	0.5	1	-13
15	-11%	-0.4	1	0
16	-9%	-0.1	0	13
17	nt	-1.4	-1	1
18	-6%	1.3	11	-8
19	-12%	-0.8	0	5
20	nt	-0.1	4	-29
21	-5%	0.3	3	-2
22	-1%	0.5	0	4
23	-5%	0.2	5	-9
24	-6%	1.2	3	-1

(next part)
#	SMILES	TRHR PAM	D1 potentiator	RXFP1 antag	RXFP1 ag	D2 PAM
25	CCOC(=O)C1Cn2c(nc3c(c2=O)C2(CCCC2)Cc2ccccc2-3)S1 (configuration not stated)	5	6	-8	0.5%	nt
26	O=C(COc1ccccc1)N1CCc2ccccc2C1	-2	0	11	0.1%	-3
27	O=C(O)c1cccc(N2C(=O)CSC2=S)c1	-3	-4	-30	-0.4%	3
28	Cc1cnc([N+](=O)[O-])n1CCOC(=O)NC(=O)c1cccc(F)c1	1	-2	-16	-0.8%	-2
29	O=S(=O)(NCc1cccc(Br)c1)c1ccc(-c2cc(C(F)(F)F)on2)s1	1	-2	-10	4.1%	3
30	Fc1cc(F)cc(Nc2nc(Cl)nc(NC3CCCC3)n2)c1	4&-9	-6&-6	nt	0.9%	-5
31	Cc1cc(C(=O)CN2C(=O)C(=O)N(CC(C)C)C2=O)c(C)n1C1CC1	9	3	13	-4.0%	9
32	CC1(C)Cc2cccc(OCC(=O)N3CCN(c4ccccc4)CC3)c2O1	-1	0	1	-2.4%	10
33	O=C(c1ccc(Br)o1)N1CCN(CCc2ccncc2)CC1	6	-5	10	7.8%	7
34	O=C(COc1ccc(Br)cc1Cl)NC(=S)Nc1ccccn1	-4	0	9	30%	-3
35	Cc1ncc(CN2CCN(CCC(C)C)C(CCO)C2)s1 (configuration not stated)	-4	4	7	-0.1%	-9
36	COc1ccc(-c2c(-c3ccccc3OC)sc3ccccc23)cc1	3	0	nt	5.8%	-9

#	Apoferritin bind	TRHR ag	D1 agonist	D1 antagonist
25	-18%	1.2	1	25
26	-14%	-0.1	5	24
27	4%	-0.7	2	4
28	-4%	0.1	5	0
29	-11%	1.6	21	-11
30	nt	-1.8&-0.2	14&1	3
31	nt	-0.2	2	-10
32	-5%	-1.1	1	2
33	32%[activator]	0.6	4	-7
34	-5%	0.6	0	3
35	-2%	-2.0	2	7
36	66%[activator]	0.2	4	2

Continued.
#	SMILES	TRHR PAM	D1 potentiator	RXFP1 antag	RXFP1 ag	D2 PAM
37	COc1ccc(Cl)cc1NC(=O)CN(C)CC(=O)Nc1ccccc1-c1ccccc1	-7	3	-12	-2.6%	5
38	COc1cc(OC)c(-n2cc(-c3ccc(Cl)cc3)[nH]c2=O)cc1Cl	1	2	-14	0.5%	-6
39	O=C(NCCCn1ccnc1)C1CCN(S(=O)(=O)c2ccc(F)cc2)CC1	-1	1	12	-0.1%	2
40	CCc1ccc(OCCCC(=O)O)c(Br)c1	0	1	-16	3.2%	8
41	CC1(C)Oc2ccc3ccc(=O)oc3c2/C(=C/NNC(N)=O)C1=O	3	-2	6	2.1%	-5
42	Cc1cc(C)c(OCC(=O)N(Cc2ccco2)Cc2ccco2)c(C)c1	-2	-4	?	-0.9%	5
43	Cc1ccc(C)c(Nc2nn3c(=O)c4cc5c(cc4nc3s2)OCO5)c1	15	1	nt	1.0%	3
44	COc1ccc2nc(NC(=O)c3cccc(S(=O)(=O)N4CCOCC4)c3)sc2c1	1	-6	-18	-3.9%	12
45	O=C(CCSc1nc2ccccc2s1)N/N=C/c1c(O)ccc2ccccc12	-4	-4	-9	1.2%	-5
46	CCOC(=O)c1cnn(-c2nc(CC)nc3sc4c(c23)CCC4)c1N	3	-1	2	-0.4%	-8
47	CN1CCN(C(=O)N2c3ccccc3CCc3ccccc32)CC1	-6	6	-3	-1.6%	-25
48	O=C1CC(NS(=O)(=O)c2cccs2)CN1c1cccc(F)c1 (configuration not stated)	3	-2	-12	0.4%	-5

#	Apoferritin bind	TRHR ag	D1 agonist	D1 antagonist
37	6%	-0.7	1	0
38	-1%	12	87*	-36*
39	0%	1.7	1	0
40	-4%	0.1	4	-2
41	-11%	0.1	-1	-2
42	?	0.3	9	-11
43	?	0.0	5	-22
44	-22%	0.3	5	-9
45	-6%	0.7	4	-1
46	-9%	-0.1	1	-10
47	-4%	0.5	1	7
48	nt	-0.4	3	19

Reformatted with bars between the fields: entries from further up.
cpd | SMILES | TRHR PAM | D1 potentiator | RXFP1 antag | RXFP1 ag | D2 PAM | Apoferritin bind | TRHR ag | D1 agonist | D1 antagonist
40 | CCc1ccc(OCCCC(=O)O)c(Br)c1 | 0 | 1 | -16 | 3.2% | 8 | -4% | 0.1 | 4 | -2
41 | CC1(C)Oc2ccc3ccc(=O)oc3c2/C(=C/NNC(N)=O)C1=O | 3 | -2 | 6 | 2.1% | -5 | -11% | 0.1 | -1 | -2
42 | Cc1cc(C)c(OCC(=O)N(Cc2ccco2)Cc2ccco2)c(C)c1 | -2 | -4 | ? | -0.9% | 5 | ? | 0.3 | 9 | -11
43 | Cc1ccc(C)c(Nc2nn3c(=O)c4cc5c(cc4nc3s2)OCO5)c1 | 15 | 1 | nt | 1.0% | 3 | ? | 0.0 | 5 | -22
44 | COc1ccc2nc(NC(=O)c3cccc(S(=O)(=O)N4CCOCC4)c3)sc2c1 | 1 | -6 | -18 | -3.9% | 12 | -22% | 0.3 | 5 | -9
45 | O=C(CCSc1nc2ccccc2s1)N/N=C/c1c(O)ccc2ccccc12 | -4 | -4 | -9 | 1.2% | -5 | -6% | 0.7 | 4 | -1

The results go on:
#	SMILES	TRHR PAM	D1 potentiator	RXFP1 antag	RXFP1 ag	D2 PAM
49	O=C(/C=C/c1ccccc1Cl)NCCN1CCOCC1	-5	1	-6	2.7%	-18
50	O=C(CNC(=O)c1ccco1)OCC(=O)c1ccc2c(c1)CCCC2	11	0	-3	1.7%	10
51	O=C(NCCc1ccc(F)cc1)C(=O)Nc1cc2c3c(c1)CC(=O)N3CCC2	-3	-4	-13	0.4%	nt
52	COc1ccc(OCC(O)CN2C(=O)c3ccccc3S2(=O)=O)cc1 (configuration not stated)	1	-4	-13	0.0%	16
53	CCCn1c(=N)c(C(=O)NCc2ccccc2)cc2c(=O)n3cccc(C)c3nc21	9	-6	0	12%	7
54	Cc1ccccc1Cn1nc(C)c(NC(=O)c2noc3c2CCCC3)c1C	-4	-5	-15	1.7%	3
55	CCN(C(=O)c1ccc(NC(=O)Cc2ccccc2)cc1)c1ccccc1	9	-3	6	0.1%	6

#	Apoferritin bind	TRHR ag	D1 agonist	D1 antagonist
49	-5%	0.2	1	-4
50	?	-0.7	0	14
51	nt	-0.5	3	-2
52	-10%	-0.2	1	-12
53	181%[activator]	0.0	-1	-8
54	-8%	-1.1	0	-12
55	?	-0.1	8	-6
